# Screening results deposited in PubChem by National Center for Advancing Translational Sciences (NCATS).
# SNCA expr inhib – Primary qHTS assay for inhibitors of alpha-synuclein gene (SNCA) expression | HEK-293 SNCA-luciferase knock-in, luminescence, 24 h | Potency, µM (titrated, usually from 57.2 µM), without a hit: top-dose activity change, negative = inhibition, actives largely listed as inhibitors | hit rate 0.17% among 140,000;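 further: potency means the concentration at half of the fitted maximal effect; plate controls were DMSO cells for no effect and cell-free wells for full effect; nearly all actives have a fitted effect of over 45% in size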
# GPT2 inh – Primary qHTS assay for inhibitors of Glutamate pyruvate transaminase 2 (GPT2); Alanine aminotransferase 2 (Homo sapiens), Q8TD30; Recombinant GPT2, coupled pyruvate oxidase/HRP Amplex Red fluorescence; Potency, µM (highest dose often 57.7 µM), inactives show top-dose activity change, negative = inhibition, hits mostly inhibitors; hit rate 0.25% among 100,000; further: potency means the concentration at half of the fitted maximal effect; nearly all actives have a fitted effect of over 60% in size; many of its hits are not listed in these tables
# Target sequence (Q8TD30 whole entry, looked up): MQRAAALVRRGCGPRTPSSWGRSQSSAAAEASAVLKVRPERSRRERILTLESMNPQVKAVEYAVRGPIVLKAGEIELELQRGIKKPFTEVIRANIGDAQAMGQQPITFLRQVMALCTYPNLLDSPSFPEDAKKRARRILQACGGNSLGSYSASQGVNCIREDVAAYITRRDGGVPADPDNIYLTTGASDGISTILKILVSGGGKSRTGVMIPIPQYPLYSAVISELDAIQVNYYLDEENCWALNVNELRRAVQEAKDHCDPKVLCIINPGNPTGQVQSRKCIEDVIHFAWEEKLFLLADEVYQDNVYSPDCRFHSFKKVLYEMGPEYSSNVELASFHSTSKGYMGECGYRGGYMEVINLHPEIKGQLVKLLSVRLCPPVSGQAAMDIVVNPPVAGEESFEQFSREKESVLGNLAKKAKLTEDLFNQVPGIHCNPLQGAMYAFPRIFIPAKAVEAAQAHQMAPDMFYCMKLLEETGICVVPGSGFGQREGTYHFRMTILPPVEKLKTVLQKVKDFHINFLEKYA
#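 Inhibition is scored from Amplex Red fluorescence generated when pyruvate oxidase and HRP act on pyruvate released by GPT2. Reactions contain 10ng/uL enzyme, 250uM a-KG and 2mM L-alanine and run 30 min at room temperature.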
# IP6K1 inhibitor – Primary qHTS assay for small molecule inhibitors of Inositol hexaphosphate kinase 1 (IP6K1); Inositol hexakisphosphate kinase 1 (Homo sapiens), Q92551; IP6K1 kinase, ADP-Glo luminescence, 2 h; hits give low values; activity change, % (series mostly up to about 58 µM); hit rate 0.81% among 140,000; in the data active means activity change below about -25%
# Target sequence (Q92551 whole entry, looked up): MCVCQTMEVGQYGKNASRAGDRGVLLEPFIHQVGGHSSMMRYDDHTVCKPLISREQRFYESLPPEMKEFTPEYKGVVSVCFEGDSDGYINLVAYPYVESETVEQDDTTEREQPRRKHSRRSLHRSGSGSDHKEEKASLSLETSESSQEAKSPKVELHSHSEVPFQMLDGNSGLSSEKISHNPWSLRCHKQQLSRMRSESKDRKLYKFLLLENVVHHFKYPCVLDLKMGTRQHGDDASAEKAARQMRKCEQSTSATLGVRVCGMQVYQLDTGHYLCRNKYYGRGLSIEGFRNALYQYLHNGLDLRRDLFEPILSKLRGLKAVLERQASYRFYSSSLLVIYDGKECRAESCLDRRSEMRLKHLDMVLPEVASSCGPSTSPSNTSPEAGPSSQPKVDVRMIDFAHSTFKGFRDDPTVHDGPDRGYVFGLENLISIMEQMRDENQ
#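 ADP-Glo luminescence measures ADP made by human IP6K1 during a 2 h RT reaction with ATP/IP6 (mix at 1.3 mM/130 uM); top library doses 57.5 and 19.1 uM final.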
# HEK293 tox – Cytotoxic Profiling in HEK 293 Cell Line of Diverse Libraries Using Quantitative High-Throughput Screening; HEK 293 viability, ATP luminescence (CellTiter-Glo), 48-72 h; Potency, µM (top dose mostly 115 µM), for the others: at the highest dose activity change, negative = cytotoxicity, hits mostly inhibitors; hit rate 6.6% among 94,000; further: potency means the concentration at half of the fitted maximal effect; nearly all actives have a fitted effect of over 60% in size
#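 Cells seeded first (HEK 293, 250 cells/well), then compound added by pintool. Incubation ran 48 or 72 hr at 37 degree Celsius. CellTiter-Glo was added and luminescence imaged after 10 min at room temperature.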
# Luciferase inh – Firefly luciferase inhibition profiling of diverse chemical library using quantitative high-throughput screening. Luciferin 4-monooxygenase (Photinus pyralis), P08659. purified P. pyralis luciferase, luminescence, biochemical. Potency, µM (top dose mostly 115 µM), for inactives: at the top dose activity change, negative = inhibition, usual class: inhibitors. hit rate 2.5% among 76,000. AID 1347043, 2019; further: potency means the concentration at half of the fitted maximal effect; nearly all actives have a fitted effect of over 65% in size
#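 Purified 10nM P. pyralis luciferase with 10uM D-luciferin and 10uM ATP in 50mM Tris acetate pH 7.5, 10mM Mg acetate, 0.01% Tween-20, 0.05% BSA. qHTS titration; luminescence read by CCD imager.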
# 3T3 cytotox – Cytotoxic Profiling in NIH 3T3 Cell Line of Diverse Libraries Using Quantitative High-Throughput Screening; Potency, µM (series often up to 96.7 µM), without a hit: at the top dose activity change, negative = cytotoxicity, usual class: inhibitors; NIH 3T3 viability, CellTiter-Glo ATP luminescence, 48-72 h; AID 1345082, 2018; hit rate 4.3% among 94,000; further: potency means the concentration at half of the fitted maximal effect; nearly all actives have a fitted effect of over 55% in size
#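 First NIH 3T3 cells are plated at 400 cells/well; next compound is pinned in; then plates incubate 48 or 72 hr at 37 °C; finally CellTiter-Glo is added and luminescence read after 10 min.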
# HEK293 viab – GF-AFC viability counterscreen for inhibitors of alpha-synuclein gene (SNCA) expression | HEK-293-SNCA-luc viability, GF-AFC fluorescence, 24 h | Potency, µM (series often up to 57.1 µM), for inactives: top-dose activity change, negative = cytotoxicity, usual class: cytotoxic | hit rate 0.12% among 150,000 | AID 1671193, 2021;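 further: potency means the concentration at half of the fitted maximal effect; 0% = DMSO-treated cells and -100% = medium-only wells without cells; nearly all actives have a fitted effect of over 30% in size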
#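 HEK-293-SNCA-luc cells (1500/well) plated 24 h, then exposed 24 h to a dilution series; GF-AFC added 30 min at 37C, fluorescence 405/540 nm; normalised to medium-only and DMSO wells, Hill fit.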
# Numbers without * were called inactive; i = inactive; ? = inconclusive; / = no result given; [ ] = dose if it differs, or a comment. Unless noted, the call rests on the fitted dose curve; in most records, active means well fitted curve in the direction sought with a large enough effect; inconclusive means small, poorly fitted or top-dose-only effect, or another doubt; inactive means no such curve, though single readings can be large; an effect the other way counts as inactive or inconclusive. Unless noted, on the % scale 0 is the no-effect control and ±100 the full control effect.
SMILES,SNCA expr inhib,GPT2 inh,IP6K1 inhibitor,HEK293 tox,Luciferase inh,3T3 cytotox,HEK293 viab
COc1ccc(-c2ccc3c(c2)C(=O)N2C[C@H](O)C[C@H]2C(=O)N3)cc1,41%[activator][87.6 µM],i,11,-33%[172 µM],7%[172 µM],-12%[174 µM],-9%[87.6 µM]
CCN1C(=O)CCN(Cc2ccc(O)cc2)CC12CCOCC2,6%,-20%,-16,-28%,-14%,-10%,3%
CCOc1cccc(CNC(=O)c2ccc(CN3C(=O)NC4(CCOCC4)C3=O)cc2)c1,-3%,-1%,39,?,-2%,-15%,7%
O=C(c1ccccc1)N1CCCC(c2nc3c(nnn3Cc3ccc(F)cc3F)c(=O)[nH]2)C1 (stereo not drawn),43%[activator],/,2,/,/,/,-19%
COCc1ccc(CN2CCCC(CNC(=O)c3cccc(OC)c3OC)C2)o1 (stereo not drawn),5%,1%,4,i,13%,-7%,-3%
COC[C@@H]1CN(C(=O)CC2=CCCCC2)C[C@H]1c1nc(C2CC2)no1,-3%,i,-8,1%,-3%,-7%,2%
COc1ccc(CN2C=C(C(=O)OCc3nc(-c4ccc(F)cc4)no3)C(C)=NS2(=O)=O)cc1,?,i,-8,?,-1%,?,-19%
O=C(NCc1cccs1)C1CCCCN1Cc1ccc(-c2ccsc2)cc1 (stereo not drawn),?,-20%,8,28µM*,/,25µM*,?
COc1cccc(CNC(=O)c2cc3c(=O)[nH]c(C)cn3n2)c1,34%[activator],i,3,?,?,-8%,8%
O=C(c1ccc(F)cc1)N1CCN(C(=O)c2nc3cccnc3n(CCc3ccccc3)c2=O)CC1,25%,i,-18,-21%,/,-30%,-3%
CCn1cc(C(=O)NCc2ccccc2OC)c(=O)c2cc(S(=O)(=O)N3CCCCCC3)ccc21,?,/,-14,/,/,/,11%
O=C(CCC1CCCN(S(=O)(=O)c2ccccc2F)C1)NCc1cc(F)ccc1F (stereo not drawn),28%,-2%,25,?,-10%,-28%,1%

# The last two records of the part before come first, to join the parts:
SMILES,SNCA expr inhib,GPT2 inh,IP6K1 inhibitor,HEK293 tox,Luciferase inh,3T3 cytotox,HEK293 viab
CCn1cc(C(=O)NCc2ccccc2OC)c(=O)c2cc(S(=O)(=O)N3CCCCCC3)ccc21,?,/,-14,/,/,/,11%
O=C(CCC1CCCN(S(=O)(=O)c2ccccc2F)C1)NCc1cc(F)ccc1F (stereo not drawn),28%,-2%,25,?,-10%,-28%,1%
Cc1cccc(CCNC(=O)c2cc(S(=O)(=O)N3CCCCC3)c[nH]2)c1,-15%,/,43,/,/,/,-14%
O=S(=O)(c1cccc2nonc12)N1CCC2(CCCNC2)C1 (stereo not drawn),5%,?,6,-7%,-1%,-10%,-4%
Nc1ccc2oc(Cc3ccc(Cl)cc3)nc2c1,-20%,/,-3,/,/,/,-2%
O=C(NC1CCCCC1)C1CCCN1C(=O)c1cccc(-c2cccnc2)c1 (stereo not drawn),/,/,-6,-16%,/,-23%,/
CC(C)c1nc2c(c(-c3ccc(O)cc3)n1)CCN(Cc1cncs1)CC2,6%,i,-4,-2%,5%,-20%,3%
COc1ccc(C(=O)N2CCC3(CC2)C(OC)C(=O)N3CC2CC2)c(OC)c1 (stereo not drawn),13%,i,-7,i,/,-8%,6%
Cc1ccc(S(=O)(=O)N2CCC(n3cnnc3C(C)C)CC2)cc1C,?,i,14,?,0%,?,6%
CC(Oc1ccccc1)C(=O)N1CCC(Cc2nncn2C(C)C)CC1 (stereo not drawn),-9%,i,17,4%,4%,-8%,3%
COc1ccccc1-c1ccc(CN2CCC(NC(=O)c3ccccc3)C2)cc1 (stereo not drawn),/,/,8,?,/,?,/
COc1ccc(-c2c(C)c3ccc(O)c(CN4CCOCC4)c3oc2=O)cc1,-5%,/,-3,/,/,/,5%
COCC(=O)N[C@H]1CC[C@]2(C)CC[C@@H](C(C)C(=O)NC3CC3)[C@H](O)[C@H]2[C@@H]1C (stereo partly drawn),5%[87.6 µM],i,-3,i,-4%[172 µM],-16%[174 µM],4%[87.6 µM]
O=C(C[C@@H]1CCNC[C@@H]1Cc1cc(CC2CCCCC2)on1)N1CCOCC1,38%[activator][87.6 µM],i,-6,?,-4%[172 µM],?,-2%[87.6 µM]

# Profiles, quoted from the list:
# O=C(C[C@@H]1CCNC[C@@H]1Cc1cc(CC2CCCCC2)on1)N1CCOCC1 as listed: SNCA expr inhib = 38%[activator][87.6 µM]; GPT2 inh = i; IP6K1 inhibitor = -6; HEK293 tox = ?; Luciferase inh = -4%[172 µM]; 3T3 cytotox = ?; HEK293 viab = -2%[87.6 µM]
# CCN1C(=O)CCN(Cc2ccc(O)cc2)CC12CCOCC2 as listed: SNCA expr inhib = 6%; GPT2 inh = -20%; IP6K1 inhibitor = -16; HEK293 tox = -28%; Luciferase inh = -14%; 3T3 cytotox = -10%; HEK293 viab = 3%

# The list goes on:
SMILES,SNCA expr inhib,GPT2 inh,IP6K1 inhibitor,HEK293 tox,Luciferase inh,3T3 cytotox,HEK293 viab
COC[C@@H]1CN(S(=O)(=O)c2cn(C)cn2)C[C@H]1c1ccncc1,-6%,1%,5,-6%,1%,-14%,5%
Cn1c(=O)n(CC(=O)O)c(=O)c2c1nc1n2CCCN1c1ccc(Cl)cc1,0%,/,13,/,/,/,5%
CCCN(CCC)CCNC(=O)Cn1cnc2sc(C)c(S(=O)(=O)N3CCN(c4ccccc4OC)CC3)c2c1=O,-1%,/,4,/,/,/,1%
Cc1ccc(/C=C/c2onc(C)c2S(=O)(=O)N2CCC(C(=O)Nc3ccc(Br)c(C)c3)CC2)cc1,47%[activator],/,11,/,/,/,2%
O=C(Nc1ccc(Cl)cc1)N1CCN(c2ccc3nnc(C4CC4)n3n2)CC1,/,/,7,35µM*,/,22µM*,/
CC(C)NC(=O)N1CCN2C(=O)c3cc(-c4ccccc4F)ccc3NC(=O)[C@H]2C1,4%[87.6 µM],0%[88.5 µM],-15,?,-3%[172 µM],?,11%[87.6 µM]
Cc1ccc(-c2nnc3ccccc3c2C(=O)Nc2cccc(C(F)(F)F)c2)cc1,122%[activator],/,-10,/,/,/,?
CN(C)C[C@@H]1CN(C2CCOCC2)C[C@H]1NC(=O)C1CC=CCC1 (stereo partly drawn),7%,-9%,2,-4%,-14%,-9%,-3%
COc1cccc(-c2cc(C(=O)NCC3CCCCC3)c3cnn(C)c3n2)c1,/,/,8,40µM*,/,?,/
Cc1ccc(-c2cc3ncc(C(=O)c4cc(Cl)c(C)cc4O)cn3n2)cc1,-5%,/,7,/,/,/,16%
CC(=O)N1CCCC2(C1)Nc1cccnc1NC2=NCc1ccccc1 (stereo not drawn),4%,-18%,1,17%,16%,i,-4%
CCOC(=O)c1cccc(NC(=O)c2cc(S(=O)(=O)N3CCCCCC3)cn2C)c1,16%,/,0,/,/,/,4%
CC(=O)N1CCC(Cc2ncc(C)n2C2CC2)C1 (stereo not drawn),28%,-19%,-5,1%,0%,-13%,0%
C1CNCC(c2nc(CCOCC3CCOCC3)no2)C1 (stereo not drawn),151%[activator],i,-2,-6%,6%,-8%,-7%
Cc1noc(C)c1S(=O)(=O)N1[C@@H]2CC[C@H]1CC(NC(=O)c1ccc(F)cc1)C2 (stereo partly drawn),-7%,i,5,?,3%,?,4%
CCOc1ccc(S(=O)(=O)N(C(=O)c2ccncc2)c2ccc3oc(C)c(C(=O)OC)c3c2)cc1,?,/,10,/,/,/,-9%
CCOC(=O)C1CCN(C(=O)CSc2c3c(nc4ccc(Cl)cc24)CCCC3)CC1,?,/,8,/,/,/,-6%
Cc1ccc(C)c(N2C(=O)N(Cc3ccccc3C)c3ccccc3S2(=O)=O)c1,-12%,/,-6,/,/,/,4%
CCc1nn(CC(=O)N2CCCCC2)c(=O)c2cc3sccc3n12,14%,/,-10,/,/,/,6%
O=C(NCc1ccc(Cl)nc1)c1cn2c(n1)CN(C(=O)c1ccccc1F)CC2,-17%,-1%,20,i,/,-10%,2%
Cc1ccc(-c2nnc(C3CN(C(=O)c4ccc(F)cc4F)CC34CCOCC4)o2)cc1 (stereo not drawn),2%,i,23,-29%,-2%,-5%,-6%
CCCCN1C(=O)C(CC(=O)N2CCCCC2)Sc2ncccc21 (stereo not drawn),-22%,i,-4,-20%,-9%,?,0%
COCCNc1cc(N2CCN(C3CCCCC3)CC2)c2noc3c2c1C(=O)c1ccccc1-3,-28%,/,3,/,/,/,?
Cc1cccc(NC(=O)CSc2nccn2-c2cccc(Cl)c2)c1C,24%,/,-14,/,/,/,-11%
Cc1ccccc1C(=O)N1CCC(c2n[nH]c(=O)n2-c2ccccc2)CC1,4%,3%,4,8%,-4%,-3%,7%
Cc1noc([C@@H]2CN(C(=O)CCc3c[nH]c4ccccc34)C[C@H]2CO)n1,-11%,i,-9,-9%,-10%,-11%,-1%
Cc1ccc(N(C)C(=O)Cn2cc(S(=O)(=O)N3CCCC3)c(S(=O)(=O)N3CCCC3)c2)cc1,16%,/,-16,/,/,/,-7%
Cc1ccc(C)c(C(=O)N2CCC(c3nc4c(nnn4Cc4ccccc4)c(=O)[nH]3)CC2)c1,?,/,8,/,/,/,-25%
CCn1c(C(=O)Nc2ccc(C)cc2C)cc2sc(Cl)cc21,-4%,/,4,/,/,/,2%
COc1ccc(-n2ncc(C(=O)NCc3ccco3)c2C2CCN(C(=O)OC(C)(C)C)CC2)cc1,9%,/,14,/,/,/,5%
CCn1ccc2cc(S(=O)(=O)N3CCCN(C(=O)Nc4cc(Cl)ccc4C)CC3)ccc21,-14%,/,5,/,/,/,10%
CCC(=O)NC[C@H](Cc1ccc(OCCc2nc(-c3ccccc3)oc2C)cc1)NC(C)=CC(=O)c1ccc(C(F)(F)F)cc1,22%,-26%,/,/,/,/,-8%
CCn1cc(-c2ccc(OC)cc2)cc1C(=O)NC(C)c1cccnc1 (stereo not drawn),5%,i,9,?,-15%,-28%,-16%
CC(=O)Nc1ccc(C2(C(=O)NCc3ccc(F)cc3)CCC2)cc1,6%,5%,10,-7%,-12%,-18%,-1%
COc1ccc(C(=O)N[C@@H]2CCC[C@@H]2C(=O)NCCCN2CCCc3ccccc32)cc1,3%,?,0,?,-8%,?,-20%
COCCOc1ncccc1-c1noc([C@@H]2CCCN2Cc2ccc(C(=O)O)cc2)n1,-5%[87.6 µM],-8%[88.5 µM],-2,4%[172 µM],-11%[172 µM],-10%[138 µM],-2%[87.6 µM]
CN1C(=O)[C@H]2CN(Cc3cc(F)ccc3F)C[C@H]2C1=O,5%,i,-1,4%,-6%,-18%,7%

# A portion of the library; the hit share may differ from the screen's.
